STAT3 act: STAT3 signaling activation. U3A cells, IL-6 STAT3-luciferase reporter, luminescence; 100% = signal with IL-6 EC80 alone. activation (% of control), % at 5.6 µM. 190,000 compounds, 0.91% hits. AID 871;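 active means activation above the screen-wide mean of compound activation plus 3 SD, cut at about 130% in these data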;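 further: 0% = background luminescence of wells with medium and substrate only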
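Material: human STAT1-deficient U3A cells with stable STAT3-luciferase reporter / Probe or stimulus: IL-6 stimulus at 33 ng/mL final / Schedule: 1 h compound pre-exposure, 6 h IL-6 stimulation, 37 °C / Technique: luminescence / Read-out basis: percent of IL-6-only median luminescence / Control set: IL-6-only high control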
STAT1 act: increases IFN-gamma driven STAT1 reporter signal | NIH 3T3 STAT1-luciferase reporter, luminescence; 100% = IFN-gamma alone, no compound | activation (% of control), % at 5.5 µM | 200,000 compounds, 2.6% hits | AID 932;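 active means activation above the screen-wide mean activation plus 3 SD, cut at about 130% in these data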;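 further: raw ratio to IFN-gamma control signal so 100% means no change and 0% no light; values of inactives mirror those of a sister screen read the other way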
HMGR II inh: blocks class II HMG-CoA reductase of Enterococcus faecalis | purified E. faecalis HMGR, NADPH absorbance 340 nm kinetic | inhibition, % at 10 µM | 190,000 compounds, 0.41% hits | AID 1066;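 active means inhibition above a set limit, the median over all tested compounds plus 3 SD, cut at about 9.5% in these data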;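 further: enzyme runs in reverse so mevalonate oxidation gives rising NADPH absorbance; 0% = complete reaction with DMSO and 100% = background rate lacking mevalonate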
DTT redox prof: compounds producing H2O2 with reducing agent – biochemical, NIH compound library profiling, artefact control for MLSCN library redox annotation, primary screen. DTT-dependent redox cycling H2O2, phenol red/HRP absorbance; 100% = 100 µM peroxide control, 0% = buffer. activation, % at 10 µM. 200,000 compounds, 0.03% hits;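 active means activation of at least 50% relative to the plate's high and low controls in the primary single-dose screen; inactive means activation below 50%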;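 further: compound incubated with DTT at 0.8 mM final as the reducing agent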
STAT1 inh: inhibitors of IFN-gamma induced STAT1 signaling; NIH 3T3 STAT1-luciferase reporter, luminescence; inhibition, % at 5.5 µM; 200,000 compounds, 0.35% hits; AID 920;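 active means inhibition above a set limit, the mean inhibition across all tested compounds plus 3 SD, cut at about 34% in these data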;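 further: 0% = IFN-gamma with DMSO and 100% = IFN-gamma with 300 µM nifuroxazide; values of inactives mirror those of a sister screen read the other way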
APP 5'UTR act: APP 5'UTR luciferase reporter activation. SH-SY5Y APP 5'UTR luciferase reporter, luminescence; zero percent = DMSO vehicle wells. activation, % at 2 µM. 190,000 compounds, 1% hits. AID 1276;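 active means activation above a set limit, based on mean plus 3 SD of controls, cut at about 140% in these data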; further: values of inactives mirror those of a sister screen read the other way
NF-kB neuron act: NF-kB expression increase, human neuronal cells. AID 1239. fold change at 12.5 µM. NF-kB reporter expression; active compounds read high. 190,000 compounds, 1.6% hits; in the data active means fold change above about 3.3
TLR4 MyD88 comp: blocks binding of human TLR4 to MyD88; AID 861; O00206+Q99836; inhibition, % at 8.4 µM; 200,000 compounds, 0.18% hits; HeLa CL3-4 TLR4/MyD88 BLA complementation, FRET ratio; in the data active means inhibition above about 25%;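 further: 0% = vehicle and 100% = reference inhibitor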
Target sequence (O00206 whole entry, looked up): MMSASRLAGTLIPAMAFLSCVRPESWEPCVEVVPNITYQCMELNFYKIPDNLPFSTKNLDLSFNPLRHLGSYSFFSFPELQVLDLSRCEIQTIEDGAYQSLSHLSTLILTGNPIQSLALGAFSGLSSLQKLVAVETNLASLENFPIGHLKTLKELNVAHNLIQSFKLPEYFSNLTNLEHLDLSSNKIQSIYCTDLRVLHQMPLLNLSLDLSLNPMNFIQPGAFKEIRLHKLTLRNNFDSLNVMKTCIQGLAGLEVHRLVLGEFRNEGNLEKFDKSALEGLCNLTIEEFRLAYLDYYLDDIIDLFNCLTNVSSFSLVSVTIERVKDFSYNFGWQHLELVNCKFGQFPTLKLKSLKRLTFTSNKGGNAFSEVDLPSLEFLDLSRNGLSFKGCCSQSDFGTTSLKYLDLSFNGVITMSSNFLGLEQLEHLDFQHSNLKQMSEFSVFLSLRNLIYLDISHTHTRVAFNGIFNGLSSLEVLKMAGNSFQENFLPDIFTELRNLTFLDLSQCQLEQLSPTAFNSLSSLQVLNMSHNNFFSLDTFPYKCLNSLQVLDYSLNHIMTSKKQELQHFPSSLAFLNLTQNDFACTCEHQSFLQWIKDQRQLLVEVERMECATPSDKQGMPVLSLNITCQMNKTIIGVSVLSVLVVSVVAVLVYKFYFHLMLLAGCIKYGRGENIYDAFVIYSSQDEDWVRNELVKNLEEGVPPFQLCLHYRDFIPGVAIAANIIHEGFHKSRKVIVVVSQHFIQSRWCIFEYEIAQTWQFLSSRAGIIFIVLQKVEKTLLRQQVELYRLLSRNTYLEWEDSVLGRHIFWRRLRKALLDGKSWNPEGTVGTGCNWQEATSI
Target sequence (Q99836 whole entry, looked up): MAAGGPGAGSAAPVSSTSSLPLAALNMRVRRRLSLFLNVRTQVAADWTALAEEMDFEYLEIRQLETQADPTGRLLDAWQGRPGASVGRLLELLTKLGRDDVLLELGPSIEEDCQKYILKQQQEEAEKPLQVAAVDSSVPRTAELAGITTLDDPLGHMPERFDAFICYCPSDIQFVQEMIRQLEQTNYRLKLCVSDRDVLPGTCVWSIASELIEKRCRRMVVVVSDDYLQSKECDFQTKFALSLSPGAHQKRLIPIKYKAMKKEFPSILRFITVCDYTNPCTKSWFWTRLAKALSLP
Hsp70 activator: transcriptional activators of Hsp70. activation, % at 10 µM. AID 1203. 200,000 compounds, 0.04% hits. HeLa Hsp70 promoter luciferase reporter, luminescence; scaled: vehicle 0, proteasome-inhibitor control 100%;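 active means activation above the mean across all tested compounds plus 3 SD, cutoff set per campaign, cut at about 5.5% in these data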;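 further: 100% = MG132 at 30 µM as the positive control and 0% = DMSO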
STAT3 blocker: reduces IL-6 driven STAT3 reporter signal; U3A cells, IL-6 STAT3-luciferase reporter, luminescence; host cell line lacks STAT1; inhibition, % at 5.5 µM; 190,000 compounds, 0.89% hits; AID 862;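 active means inhibition above the mean inhibition across all screened compounds plus 3 SD, cut at about 44% in these data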;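 further: 0% = DMSO only wells and 100% = 100 µM nifuroxazide control wells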
Starred values were filed as active, the others as inactive; · = not tested or not shown. Some of the compounds tested (hit frequency here may not be typical).

smiles	STAT3 act	STAT1 act	HMGR II inh	DTT redox prof	STAT1 inh	APP 5'UTR act	NF-kB neuron act	TLR4 MyD88 comp	Hsp70 activator	STAT3 blocker
CC(=O)N1N=C(c2cccnc2)CC1c1ccccc1O (configuration not stated)	92.5	93.9	-1.0	-0.6	5.0	18.7	1.24	-6.0	-0.1	13.5
O=C1NC(=O)C(CCc2ccncc2)(CCc2ccncc2)C(=O)N1CCc1ccc(F)cc1	103.9	102.8	-0.9	0.1	-3.3	7.7	0.94	-4.8	0.0	3.2
COc1cc(/C=C/[N+](=O)[O-])ccc1O	94.7	95.1	-2.0	0.3	5.4	-13.7	2.96	2.6	-0.1	3.5
Cc1ccc(C)c(Cn2c(C(=O)O)c(C=O)c3ccccc32)c1	109.1	105.9	-4.3	-0.8	-6.2	-13.2	0.87	-26.8	-0.3	-0.4
CCN1CCN(c2ccc([N+](=O)[O-])cc2C(=O)OC)CC1	98.2	108.6	-5.5	-0.5	-9.3	11.2	1.23	2.6	-0.2	7.8
c1ccc(CCn2nnnc2CN2CCC(n3nnc4ccccc43)CC2)cc1	97.5	90.3	-3.8	-0.5	10.9	-13.4	0.98	6.0	-0.4	9.2
CC(=O)C1C(=O)NC23CCCCC2C1c1ccccc1O3 (configuration not stated)	95.5	96.3	-7.2	0.8	4.0	15.2	1.03	9.7	-0.3	9.0
CCOC(=O)c1c(/N=C/C2C(=O)NC(=O)NC2=O)sc2c1CCC2	96.3	108.1	3.5	-0.6	-11.5	101.3	1.02	-5.8	-0.4	6.4

(cont.)
smiles	STAT3 act	STAT1 act	HMGR II inh	DTT redox prof	STAT1 inh	APP 5'UTR act	NF-kB neuron act	TLR4 MyD88 comp	Hsp70 activator	STAT3 blocker
CN1[C@@H]2CC[C@H]1CC(OC(=O)C1C=Nc3ccccc31)C2 (some centres not stated)	92.7	96.0	-4.2	-0.4	4.4	10.1	1.11	-1.6	-0.2	10.6
COc1ccc(Cn2c(O)c(C=NCCN3CCOCC3)c(=O)[nH]c2=O)cc1	99.4	102.4	0.7	1.6	-2.6	5.2	1	-7.9	0.2	4.8
Fc1ccc(Cn2nnnc2C(c2ccc(Cl)cc2)N2CC=C(c3ccc(F)cc3)CC2)cc1 (configuration not stated)	85.7	93.4	-6.5	1.2	7.4	-4.5	1.16	-5.6	-0.1	15.0
CCOC(=O)c1c(C)n(CCN2CCN(C)CC2)c2ccc(OC)cc12	96.9	100.2	-1.5	0.0	-0.2	17.6	1.07	-3.0	-0.3	10.9
Cc1ccc(C(=O)N[C@@H](C)CN2C3=NC[C@@H](Cc4ccccc4)N3C[C@H]2Cc2ccc(O)cc2)cc1Br	·	101.4	-2.2	1.0	0.0	-6.0	0.58	-0.7	-0.1	·
OC1/C(=C/c2ccccc2F)N2CCC1CC2 (configuration not stated)	107.9	110.3	-5.5	-0.4	-13.1	-6.9	0.99	1.4	0.0	2.2
O=C(CN1CCN(c2ccccc2F)CC1)Nc1cccnc1Cl	102.0	97.5	1.2	-2.3	1.3	20.0	1.2	-5.2	-0.2	4.6
CCC(=NCCC(c1ccccc1)c1ccccc1)c1c(O)n(C)c(=O)n(C)c1=O	102.3	96.1	-7.2	0.4	4.4	9.2	1.01	3.5	-0.3	0.5

The results go on.
smiles	STAT3 act	STAT1 act	HMGR II inh	DTT redox prof	STAT1 inh	APP 5'UTR act	NF-kB neuron act	TLR4 MyD88 comp	Hsp70 activator	STAT3 blocker
Cn1c(O)c(C=NC2CC3CCC2(C)C3(C)C)c(=O)[nH]c1=O (configuration not stated)	102.5	104.2	-9.3	0.4	-4.6	-0.5	1.1	-0.7	-0.3	-2.1
N#Cc1ccccc1Cn1cc(C(=O)c2cccs2)c2ccccc21	101.0	98.0	1.6	-0.1	2.2	11.4	0.87	1.0	0.3	1.6
CCCCN1CCC(C#N)(Nc2ccccc2)CC1	97.1	96.4	-3.5	0.0	4.0	-1.2	1.12	8.1	-0.3	7.2
Cc1ccc(-c2nc3ccccc3c(=O)n2-c2nccs2)cc1	106.1	106.8	-0.5	3.0	-7.6	-2.6	1.27	-5.0	0.3	3.1
CCCCN1C(=O)NC(=O)/C(=C/c2cnc(SC)nc2)C1=O	117.0	92.3	-4.6	-3.8	8.4	-7.5	0.93	-26.3	0.1	-13.9
CCCCn1c(O)c(C(CC)=Nc2ccc(OC)cc2OC)c(=O)[nH]c1=O	104.7	101.2	2.1	3.2	-1.3	7.7	1.21	-6.5	-0.2	-0.7
CN1CCN(c2ccc(S(C)(=O)=O)cc2[N+](=O)[O-])CC1	95.4	98.6	-7.3	0.3	1.6	14.8	0.9	2.7	-0.4	3.1
COc1ccc(OC)c(N2C(=O)NC(=O)/C(=C\c3ccc([N+](=O)[O-])s3)C2=O)c1	107.2	93.5	-0.1	0.3	6.8	-4.1	1.3	-3.8	0.0	-3.3

(cont.)
smiles	STAT3 act	STAT1 act	HMGR II inh	DTT redox prof	STAT1 inh	APP 5'UTR act	NF-kB neuron act	TLR4 MyD88 comp	Hsp70 activator	STAT3 blocker
C[N+]1(C)CCOC(O)(c2ccc(-c3ccc(C4(O)C[N+](C)(C)CCO4)cc3)cc2)C1 (configuration not stated)	101.8	104.3	-3.3	-0.1	-4.7	5.5	1.25	-2.9	-0.3	0.4
COc1cc(CN2CC3CC(C2)c2cccc(=O)n2C3)cc(OC)c1OC (configuration not stated)	100.2	101.2	·	-0.3	-1.4	-13.1	·	15.0	-0.1	7.1
CCCC(C)C1(CC)C(=O)NC(=Nc2ccc(OC)cc2)NC1=O (configuration not stated)	94.3	101.9	-1.0	0.2	-2.2	20.6	1.08	-7.1	0.6	7.0
C=CCOC(=O)C1=C(C)OC(N)=C(C#N)[C@@]12C(=O)N(CC(N)=O)c1ccccc12	95.0	92.7	-4.0	0.1	7.9	5.8	1.18	2.9	-0.4	8.2
CCOC(=O)C(O)(c1ccc(NC(=S)NC(=O)c2ccc(Cl)cc2Cl)cc1)C(F)(F)F (configuration not stated)	92.3	94.5	0.1	-0.5	6.2	-6.0	0.92	3.3	-0.5	9.3
Nc1ccc(C2(c3ccc(N)cc3)CCCCC2)cc1	100.0	101.5	-6.5	-0.5	-3.2	2.1	1.39	-3.9	-0.1	2.0
CCC(=NCCO)c1c(O)n(C2CCCCC2)c(=O)[nH]c1=O	95.3	98.8	1.2	-0.8	1.3	-5.9	1.27	-0.4	0.0	9.2
CC12CCCCC1=NC(c1ccc(Br)cc1)N2O (configuration not stated)	103.4	104.2	-1.9	-0.3	-3.9	-4.7	1.05	10.6	-0.1	2.4

(list continues)
smiles	STAT3 act	STAT1 act	HMGR II inh	DTT redox prof	STAT1 inh	APP 5'UTR act	NF-kB neuron act	TLR4 MyD88 comp	Hsp70 activator	STAT3 blocker
CCCCn1c(=O)c(C(=O)Nc2cnccn2)c(O)c2ccccc21	104.4	99.3	0.6	1.2	0.8	-10.7	1.26	-9.7	-0.1	0.0
CCSc1nnc(C(N)Cc2ccccc2)o1 (configuration not stated)	97.9	92.4	4.9	0.6	8.3	-4.9	1.18	-9.4	-0.1	6.8
C=CCn1c(O)c(C(C)=Nc2cc(OC)ccc2OC)c(=O)[nH]c1=O	113.2	101.9	-0.8	0.4	-2.1	17.1	1.25	8.1	-0.4	-10.5
CN(C(=O)Oc1ccc([N+](=O)[O-])cc1)c1ccccc1	93.8	105.4	-7.1	0.4	-6.0	-17.3	1.32	-0.9	-0.2	9.9
OC1(c2ccc(F)cc2)CC2CCC(C1)N2Cc1nnnn1C1CCCC1 (configuration not stated)	98.0	99.1	-1.4	-0.5	1.0	5.5	1.15	1.8	-0.3	8.8
CCCCCCn1c(O)c(C=NCCN2CCCCC2)c(=O)[nH]c1=O	101.6	88.0	-1.0	0.2	12.3	24.6	1.36	1.4	-0.2	1.3
CN(C)c1nc(-c2ccccc2)[n+](C)s1	99.5	102.5	-1.1	-2.6	-2.8	-6.1	1.06	1.9	-0.3	6.3
O=C(CSC1c2ccccc2-c2ccccc21)N/N=C/c1ccccc1	85.4	94.9	-4.2	0.1	5.6	-0.8	0.76	10.2	-0.3	22.1

(further entries)
smiles	STAT3 act	STAT1 act	HMGR II inh	DTT redox prof	STAT1 inh	APP 5'UTR act	NF-kB neuron act	TLR4 MyD88 comp	Hsp70 activator	STAT3 blocker
Cc1ccnc(-n2c(-c3ccco3)nc3ccccc3c2=O)c1	92.9	95.1	0.9	2.4	5.3	-7.4	1.06	8.0	-0.1	11.7
O=C1CN=C(c2ccc(Br)cc2)c2c(sc3c2CCCC3)N1CCN1CCCCC1	104.2	100.7	4.7	-0.6	-1.1	12.7	1.05	3.8	-0.3	2.9
N/C(=N\N=C\c1ccc(O)cc1O)N[N+](=O)[O-]	98.1	98.3	-7.6	1.0	2.9	·	1.36	2.7	-0.2	2.3
CC(C)N(CC(O)c1cccc([N+](=O)[O-])c1)C(C)C (configuration not stated)	102.6	104.9	0.1	2.1	-5.5	-0.2	1.04	-15.0	0.0	4.2
COCCCn1c(N)c(C(=O)OC(C)COC)c2nc3ccccc3nc21 (configuration not stated)	109.5	103.3	-0.1	-2.8	-2.2	12.1	1.06	16.5	-0.2	-4.4
COC(=O)C[C@]1(C(=O)OC)CN(C#N)N(c2ccc(Cl)cc2)C12c1ccccc1-c1ccccc12	82.5	110.4	-2.0	-0.8	-11.3	-95.7	0.16	3.7	12.3*	23.8
Cc1ccc(CN2CCCC(C(=O)c3sccc3C)C2)o1 (configuration not stated)	98.1	97.8	2.2	0.2	0.3	8.8	0.94	-8.0	-0.1	7.7
CCc1ccc(CN2CCN(Cc3ccc(SC)cc3)CC2)cc1	83.1	95.4	-4.5	-0.2	3.8	-15.8	1.21	12.0	0.5	21.9
CCCCn1c(O)c(C(CC)=NCc2ccc3c(c2)OCO3)c(=O)[nH]c1=O	101.7	94.0	1.6	-4.0	6.6	0.1	0.48	-10.5	-0.2	2.4
CCC(=O)N1CCN(CCN=Cc2c(O)n(C)c(=O)n(C)c2=O)CC1	94.3	101.4	-7.0	-1.3	-1.6	4.3	1.17	-17.7	0.0	7.5

From PubChem BioAssay
